Compound activity from PubChem.
ROMK mod = modulates human ROMK potassium channel activity | P48048 | Tet-inducible ROMK, thallium flux fluorescence; actives lie on both sides | B-score at 10 µM | 130,000 tested, 2% active;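 active means signal ratio slope over the read window, or its plate-corrected B-score, at least 3 SD from the plate mean, either direction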;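 further: B-score of the F/F0 ratio slope over 7 to 12 s after thallium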
Target sequence (P48048 whole entry, looked up): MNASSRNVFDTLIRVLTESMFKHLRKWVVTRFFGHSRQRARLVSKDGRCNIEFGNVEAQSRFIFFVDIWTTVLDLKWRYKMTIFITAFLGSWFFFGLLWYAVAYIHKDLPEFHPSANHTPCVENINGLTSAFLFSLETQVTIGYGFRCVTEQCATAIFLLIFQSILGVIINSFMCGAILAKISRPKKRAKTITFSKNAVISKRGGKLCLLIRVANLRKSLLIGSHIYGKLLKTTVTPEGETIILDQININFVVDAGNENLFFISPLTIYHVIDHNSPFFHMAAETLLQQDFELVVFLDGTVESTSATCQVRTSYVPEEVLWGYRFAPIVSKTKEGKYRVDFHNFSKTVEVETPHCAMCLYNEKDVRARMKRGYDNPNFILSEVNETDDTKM
L major viab = reduces viability of Leishmania major promastigotes | resazurin fluorescence viability | inhibition, % at 10 µM | 200,000 tested, 9% active; in the data active means inhibition above about 50%;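 further: promastigotes grown with compound for 44 hours at 28 °C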
PPARg SRC1 recr = PPARgamma-driven SRC-1 recruitment agonism. P37231. PPARgamma-SRC-1 coactivator recruitment biochemical assay. activation, % at 8 µM. 200,000 tested, 0.41% active. AID 631; in the data active means activation above about 19%;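 further: 0% = DMSO and 100% = reference agonist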
Target sequence (P37231 whole entry, looked up): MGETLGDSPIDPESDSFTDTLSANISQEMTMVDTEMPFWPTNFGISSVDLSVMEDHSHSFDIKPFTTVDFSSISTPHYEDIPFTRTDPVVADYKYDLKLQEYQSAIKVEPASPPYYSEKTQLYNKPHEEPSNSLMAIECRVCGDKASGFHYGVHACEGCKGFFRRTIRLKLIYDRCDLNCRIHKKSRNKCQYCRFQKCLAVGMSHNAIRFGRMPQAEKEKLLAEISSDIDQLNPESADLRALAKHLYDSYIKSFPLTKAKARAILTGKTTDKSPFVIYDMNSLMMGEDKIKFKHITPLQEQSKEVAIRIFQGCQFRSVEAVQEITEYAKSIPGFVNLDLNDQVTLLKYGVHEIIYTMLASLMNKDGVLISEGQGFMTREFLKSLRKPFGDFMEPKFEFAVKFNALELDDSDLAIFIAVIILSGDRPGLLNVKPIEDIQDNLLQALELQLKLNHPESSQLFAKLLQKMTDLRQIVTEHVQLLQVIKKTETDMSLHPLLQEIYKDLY
SRC2 TRFRET art = flags TR-FRET format artefacts in PPARgamma SRC-2 recruitment agonist screen; TR-FRET artefact counter-screen; hits give high values; TR-FRET ratio at 8 µM; 200,000 tested, 0.4% active; AID 1049; in the data active means TR-FRET ratio above about 2000; further: inactives centre near 1500; reference of the scale not given here
HMGR II inh = inhibitors of class II HMG-CoA reductase from Enterococcus faecalis; purified E. faecalis HMGR, NADPH absorbance 340 nm kinetic; inhibition, % at 10 µM; 190,000 tested, 0.41% active; AID 1066;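 active means inhibition above a set limit, the median over all tested compounds plus 3 SD, cut at about 9.5% in these data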;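 further: enzyme runs in reverse so mevalonate oxidation gives rising NADPH absorbance; 0% = complete reaction with DMSO and 100% = background rate lacking mevalonate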
S1P3 antagonist = S1P3 (human) receptor antagonism | Q99500 | CHO S1P3 NFAT-BLA reporter, FRET fluorescence, antagonist mode | inhibition, % at 4.98 µM | 170,000 tested, 0.27% active;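 active means inhibition above the plate cutoff, the mean inhibition of test wells on that plate plus 3 SD, cut at about 28% in these data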;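 further: cells challenged with S1P at its EC80 of 0.8 µM; blue over green emission ratio from cleaved BLA substrate after 4 h stimulation; 0% = S1P-stimulated wells and 100% = unstimulated DMSO-only wells; some compounds past the cut are filed as inactive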
PPARg SRC-2 ag = PPARgamma-driven SRC-2 recruitment agonism; 200,000 tested, 0.34% active; AID 1032; PPARgamma LBD-SRC-2 recruitment, biochemical; activation, % at 8 µM; in the data active means activation above about 22%;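 further: 0% = vehicle and 100% = reference agonist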
bIAP inhibitor = blocks bovine intestinal alkaline phosphatase activity; 190,000 tested, under 10 active; inhibition, % at 20 µM; AID 1019; purified bovine IAP, CDP-star luminescence, 30 min;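 active means over 50% inhibition of intestinal alkaline phosphatase at 20 µM in the single-dose screen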
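Assay system: bovine IAP enzyme; medium: DEA buffer 100 mM, pH 9.8, with MgCl2 1.0 mM, ZnCl2 0.02 mM; doses: 20 µM single dose; incubation: enzyme reaction for 30 min at room temperature; detection: CDP-star luminescence signal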
PPARg SRC-3 ag = promotes SRC-3 coactivator recruitment by human PPARgamma; 200,000 tested, 0.26% active; biochemical PPARgamma/SRC-3 coactivator recruitment assay; P37231; activation, % at 8 µM; in the data active means activation above about 23%;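 further: 0% = DMSO and 100% = reference agonist; some compounds past the cut are filed as inactive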
RAM inhibit = blocks the yeast RAM network; S. cerevisiae dse1pr::URA3 reporter, 5-FOA growth OD615, 2 d; analog-sensitive cbk1-as2 kinase mutant strain; inhibition, % at 50 µM; 190,000 tested, 1.8% active; AID 868;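 active means inhibition above a set limit, 3 SD over mean compound inhibition, cut at about 8.4% in these data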;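 further: 0% = DMSO-only wells with no growth and 100% = 10 µM 1-NA-PP1 full growth; inhibition rescues growth on 5-FOA so higher OD means more RAM inhibition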
DTT redox prof = compounds producing H2O2 with reducing agent – biochemical, NIH compound library profiling, artefact control for MLSCN library redox annotation, primary screen; DTT-dependent redox cycling H2O2, phenol red/HRP absorbance; 100% = 100 µM peroxide control, 0% = buffer; activation, % at 10 µM; 200,000 tested, 0.03% active;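 active means activation of at least 50% relative to the plate's high and low controls in the primary single-dose screen; inactive means activation below 50%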;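 further: compound incubated with DTT at 0.8 mM final as the reducing agent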
An asterisk follows results filed as active; nt = not tested or not shown.

SMILES	ROMK mod	L major viab	PPARg SRC1 recr	SRC2 TRFRET art	HMGR II inh	S1P3 antagonist	PPARg SRC-2 ag	bIAP inhibitor	PPARg SRC-3 ag	RAM inhibit	DTT redox prof
CCCC/C(C)=N/NC(=O)C(=O)NCCc1ccccc1	0.89	-10	2	1413	-3	nt	2	3	10	1.8	-3.9
CC(=O)N1CCN(c2ccc(NC(=O)c3ccc4c(c3)OCO4)cc2)CC1	nt	-6	10	1644	-3	15	9	0	10	3.2	0.6
COc1ccccc1/C=C/C(=O)NC(=S)NC(C)C	0.51	2	-1	1493	-4	-1	-6	8	3	2.6	0.0
COc1ccc([N+](=O)[O-])cc1NCc1cccnc1	0.58	11	-6	1512	-2	-15	1	12	-4	0.0	-1.4
CCOC(=O)C1=C(C)N(C)C(=O)NC1c1cc2c(cc1Br)OCO2 (stereo not drawn)	-0.035	3	-4	1623	0	-16	-6	7	7	2.1	0.1
COc1cc(C2C(C#N)=C(N)Oc3cc(O)ccc32)cc(OC)c1OC (stereo not drawn)	nt	0	7	1586	-5	nt	8	6	8	1.5	-4.5
O=C(OC(C(=O)O)C(OC(=O)c1ccccc1)C(=O)NCc1ccccc1)c1ccccc1 (stereo not drawn)	nt	-8	-9	1451	nt	nt	0	-1	3	-0.8	3.6
O=c1[nH]cnc2sc3c(c12)CCN(Cc1ccccc1)C3	nt	-4	0	1659	-3	-7	2	nt	-2	0.0	0.6
Cc1cccc(Cc2cnc(N3C(=N)SC(c4ccccc4)C3=O)s2)c1 (stereo not drawn)	0.0046	-2	-3	1340	0	-2	-2	2	-4	4.8	0.0
Cc1ccccc1CC1(CO)CCCN(Cc2ccn[nH]2)C1 (stereo not drawn)	-0.048	10	7	1358	-5	-4	-2	-17	1	1.5	-0.8
O=C(OCC(=O)N1CCOCC1)c1ccc(Cl)nc1	nt	-5	-1	1395	-4	nt	-1	3	4	2.5	1.7
Cc1cc(NC(=O)CSc2nnnn2C)n(-c2ccccc2)n1	0.62	-2	5	1489	-3	nt	-1	9	10	0.9	0.5
CCCCCCCC(=O)NNC(=O)c1ccc(F)cc1	nt	-11	-1	1676	-5	nt	-3	-8	-2	2.5	0.6
CC12CCC(C(=O)NCc3ccc(F)cc3)(OC1=O)C2(C)C (stereo not drawn)	-0.59	-4	2	1577	-6	-10	1	6	2	0.1	0.2
CC1(C)CCCN(C(=O)N2c3ccccc3Sc3ccccc32)C1	nt	6	4	1621	nt	nt	7	4	-3	11*	-6.9
CCN(CC)c1ccc(/C=N\N2CCN(Cc3ccc(C)cc3)CC2)cc1	0.42	-1	-10	1623	0	11	-3	-18	0	0.9	-0.2
CC1=C(C(N)=O)C(c2sccc2C)n2nnnc2N1 (stereo not drawn)	0.61	-3	-5	1537	0	nt	-8	3	-3	-0.3	0.1
COc1ccc(-c2nnc(SCC(=O)Nc3ccccc3OC)o2)cc1	0.85	1	3	1540	-2	-1	-7	7	-15	2.3	3.2
Cn1cc(S(=O)(=O)c2ccccc2)n(C)c1=O	1.1	5	6	1461	-8	-23	7	8	3	0.9	-0.1
COc1cc2c(cc1OC)C(COc1ccccc1OC)N(C(=O)C(C)C)CC2 (stereo not drawn)	-0.096	-2	5	1792	-5	20	6	3	-1	1.3	-0.3
CC(C)CNC(=O)C1CCN(c2ccc(S(=O)(=O)N3CCOCC3)cc2)CC1	-0.58	1	6	1806	0	12	1	1	4	0.9	1.5
O=C(NC1CCCCC1)C(c1ccc(F)cc1)N(CCN1CCOCC1)C(=O)c1ccc(-c2ccccc2)[nH]1 (stereo not drawn)	-0.98	12	2	1643	-7	2	4	-21	-5	0.1	0.5
CCN(C(=O)Cn1c(=O)n(Cc2ccccc2)c(=O)c2ccccc21)c1cccc(C)c1	nt	10	3	1593	-3	nt	7	0	-2	7.0	0.1
N#C/C(=N\Nc1ccccc1)C(=N)N1CCCCC1	-0.39	90*	3	1474	-9	nt	1	27	-3	0.3	0.4
CC(=O)NC1CCCN(O)C(=O)/C=C(\C)CCOC(=O)C(NC(C)=O)CCCN(O)C(=O)/C=C(\C)CCOC(=O)C(NC(C)=O)CCCN(O)C(=O)/C=C(\C)CCOC1=O (stereo not drawn)	nt	-12	-12	1492	2	9	0	-30	2	-0.3	0.1
COc1ccc(-c2noc(C3CCCN(S(=O)(=O)c4cccc(Cl)c4C)C3)n2)cc1OC (stereo not drawn)	0.84	9	17	1643	-3	6	5	-12	11	2.8	0.0
CCOC(=O)c1ccc(NC(=O)c2cc3ccccc3o2)cc1	nt	-8	4	1459	-5	7	7	16	0	-0.6	-0.8
CCN1CCN(CCCNC(=O)c2ccc(/C=C3/Sc4ccccc4N(Cc4ccccc4F)C3=O)cc2)CC1	-3.3*	98*	-2	1611	-2	-8	9	-21	1	-1.4	-0.2
Cc1ccc2c(c1)c(=O)c1c3n2CCN(C(=O)CCl)C3CC1 (stereo not drawn)	0.29	100*	-5	1622	-1	nt	-3	6	0	0.9	0.5
Cc1ccc(CC(=O)N(Cc2ccccc2)c2ccccn2)cc1	0.24	9	-6	1535	2	-7	1	-19	-5	0.7	-1.8

Next section; it opens with the 7 that closed the last part.
SMILES	ROMK mod	L major viab	PPARg SRC1 recr	SRC2 TRFRET art	HMGR II inh	S1P3 antagonist	PPARg SRC-2 ag	bIAP inhibitor	PPARg SRC-3 ag	RAM inhibit	DTT redox prof
N#C/C(=N\Nc1ccccc1)C(=N)N1CCCCC1	-0.39	90*	3	1474	-9	nt	1	27	-3	0.3	0.4
CC(=O)NC1CCCN(O)C(=O)/C=C(\C)CCOC(=O)C(NC(C)=O)CCCN(O)C(=O)/C=C(\C)CCOC(=O)C(NC(C)=O)CCCN(O)C(=O)/C=C(\C)CCOC1=O (stereo not drawn)	nt	-12	-12	1492	2	9	0	-30	2	-0.3	0.1
COc1ccc(-c2noc(C3CCCN(S(=O)(=O)c4cccc(Cl)c4C)C3)n2)cc1OC (stereo not drawn)	0.84	9	17	1643	-3	6	5	-12	11	2.8	0.0
CCOC(=O)c1ccc(NC(=O)c2cc3ccccc3o2)cc1	nt	-8	4	1459	-5	7	7	16	0	-0.6	-0.8
CCN1CCN(CCCNC(=O)c2ccc(/C=C3/Sc4ccccc4N(Cc4ccccc4F)C3=O)cc2)CC1	-3.3*	98*	-2	1611	-2	-8	9	-21	1	-1.4	-0.2
Cc1ccc2c(c1)c(=O)c1c3n2CCN(C(=O)CCl)C3CC1 (stereo not drawn)	0.29	100*	-5	1622	-1	nt	-3	6	0	0.9	0.5
Cc1ccc(CC(=O)N(Cc2ccccc2)c2ccccn2)cc1	0.24	9	-6	1535	2	-7	1	-19	-5	0.7	-1.8
CCCCC(=O)NC(=S)Nc1cc(C(=O)O)ccc1Cl	nt	-6	-10	1586	-6	-21	-9	1	-2	-2.4	0.3
Cc1cc(C)nc(SCc2nnc(SCC(=O)Nc3nc(-c4ccccc4)cs3)n2C)n1	-1.9	20	5	1667	-12	nt	8	16	6	5.4	-0.7
O=C(CN1N=C(c2ccccc2)CCC1=O)NCc1cccs1	0.044	18	2	1594	-7	-6	7	1	-5	0.9	-0.1
CCOc1ncccc1C(=O)OCC(=O)Nc1ccc2c(c1)OCO2	-0.067	-2	3	1456	2	6	0	-2	3	4.1	-1.5
O=C(c1ccc2c(c1)OCCO2)N(c1ccccn1)C1CCCCC1	nt	-4	-1	1502	-2	-5	2	2	3	0.9	1.6
CCn1c(Cc2ccccc2)nnc1SCC(=O)Nc1nc(C)cs1	nt	-6	6	1372	-4	nt	3	-4	0	1.0	0.1
CCOc1cc(C)nc(Oc2ccc(=O)[nH]n2)n1	nt	-6	-6	1405	-1	-25	1	11	-1	2.0	-0.4
CCOC(=O)c1sc(NC(=O)CSc2nnc(-c3ccco3)n2CC)c(C(=O)OCC)c1C	nt	5	-3	1464	0	-1	17	7	-2	4.3	0.5
Cc1nc(NC(=O)c2ccccc2)sc1-c1csc(Nc2cccc(Cl)c2)n1	nt	5	6	1463	-8	nt	3	3	5	4.8	11
CS(=O)(=O)c1ncc(Cl)c(C(=O)Nc2ccc3ccccc3c2)n1	-1.8	-3	2	1677	-4	0	-4	5	13	2.4	-0.1
CCOC(=O)C1=C(C)N(C2CCCCC2)C(=O)C1	0.75	3	8	1618	2	14	-1	8	-8	0.1	-0.9
Cc1ccc(C(=O)N2CC(C(=O)O)C2)cc1	-0.086	-2	-5	1410	6	-15	-1	-36	0	1.5	-0.3
